Source: PubChem BioAssay (Sanford-Burnham Center for Chemical Genomics)
697 NFkB inh: inhibitors of the PMA/ionomycin-induced NF-kB reporter in 697 B cells | AID 435022 | hit rate 0.33% among 330,000 | 697 B-cell NF-kB luciferase reporter, 16 h | inhibition, % at 4 µM; in the data active = inhibition above about 35%
UBC13 polyUb: blocks human UBC13 polyubiquitin chain formation; P61088; TR-FRET; inhibition, % at 20 µM; hit rate 0.47% among 330,000; in the data active = inhibition above about 45%, passing the limit was not always enough
Jurkat NFkB inh: inhibitors of the PMA/ionomycin-induced NF-kB reporter in Jurkat cells. PMA/ionomycin-induced NF-kB luciferase reporter, luminescence. inhibition, % at 4 µM. hit rate 0.53% among 330,000. AID 435003
SENP7 inh: inhibitors of human SENP7 protease. Q9BQF6. recombinant SENP7, Z-RLRGG-aminoluciferin luminescence, 40 min. inhibition, % at 5 µM. hit rate 1.5% among 330,000. AID 434973;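 active = inhibition above about 50% at the single test dose, limit read from the data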;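 also: plate controls were DMSO with enzyme for no effect and no enzyme buffer wells for full effect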
Gli-Sufu block: antagonists of Gli-Sufu signaling; Sufu-KO-LIGHT fibroblasts, Gli luciferase reporter luminescence; inhibition, % at 5 µM; hit rate 0.74% among 340,000; AID 588413;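 active = inhibition above about 55%, limit read from the data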;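 also: 0% = DMSO-treated cells and 100% = wells with medium but no cells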
Apaf-1 inh: blocks human Apaf-1 apoptosome activity; hit rate 0.71% among 330,000; inhibition, % at 20 µM; reconstituted apoptosome caspase-3 activity, DEVD-Rh110 fluorescence; AID 489030; active = inhibition of at least 40% at 20 µM;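 also: plate controls were DMSO wells for no effect and DEVD-CHO caspase inhibitor wells for full effect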
Target sequence (O14727 whole entry, looked up): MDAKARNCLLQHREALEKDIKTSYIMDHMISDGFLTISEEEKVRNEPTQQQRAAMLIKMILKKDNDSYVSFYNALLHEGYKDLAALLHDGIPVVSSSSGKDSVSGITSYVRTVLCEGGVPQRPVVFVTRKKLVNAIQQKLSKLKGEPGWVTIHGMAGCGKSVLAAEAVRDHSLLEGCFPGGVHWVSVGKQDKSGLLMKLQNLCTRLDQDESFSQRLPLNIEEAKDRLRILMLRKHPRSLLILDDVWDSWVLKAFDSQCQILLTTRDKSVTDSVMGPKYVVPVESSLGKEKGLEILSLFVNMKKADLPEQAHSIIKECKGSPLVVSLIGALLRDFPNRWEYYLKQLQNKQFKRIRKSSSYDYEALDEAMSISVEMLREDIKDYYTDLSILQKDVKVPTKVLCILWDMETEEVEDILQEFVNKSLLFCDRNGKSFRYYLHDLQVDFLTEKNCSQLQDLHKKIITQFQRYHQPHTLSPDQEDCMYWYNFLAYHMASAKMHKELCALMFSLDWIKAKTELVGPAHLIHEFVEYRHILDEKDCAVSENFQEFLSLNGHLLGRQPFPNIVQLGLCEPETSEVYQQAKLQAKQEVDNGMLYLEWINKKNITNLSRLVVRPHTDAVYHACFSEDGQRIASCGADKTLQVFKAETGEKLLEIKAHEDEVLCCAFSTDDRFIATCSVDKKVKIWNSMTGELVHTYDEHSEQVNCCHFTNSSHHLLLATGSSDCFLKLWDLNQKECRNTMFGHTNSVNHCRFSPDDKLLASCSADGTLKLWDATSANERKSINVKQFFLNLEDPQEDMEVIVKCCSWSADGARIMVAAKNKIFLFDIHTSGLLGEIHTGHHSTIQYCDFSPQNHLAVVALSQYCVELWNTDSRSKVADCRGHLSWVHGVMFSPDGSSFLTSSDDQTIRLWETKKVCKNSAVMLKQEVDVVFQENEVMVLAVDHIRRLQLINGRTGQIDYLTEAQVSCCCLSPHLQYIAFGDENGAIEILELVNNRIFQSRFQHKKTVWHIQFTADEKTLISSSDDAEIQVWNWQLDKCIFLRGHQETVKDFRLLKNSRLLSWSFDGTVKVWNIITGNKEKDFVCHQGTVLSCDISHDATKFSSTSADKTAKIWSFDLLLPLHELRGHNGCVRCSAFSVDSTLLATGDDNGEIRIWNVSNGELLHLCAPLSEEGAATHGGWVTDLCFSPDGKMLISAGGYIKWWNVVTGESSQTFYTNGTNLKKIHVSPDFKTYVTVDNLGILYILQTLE
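System – cell-free apoptosome with Apaf-1, procaspase-3 and caspase-9 · Buffer or medium – pH 7.5 Hepes buffer with CHAPS, BSA, DTT · Also added – cytochrome c with DEVD-Rh110 · Times – 30 min compound preincubation, 50 min activation, room temperature · Technique – Rh110 fluorescence intensity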
SENP8 block: blocks the human protease SENP8. purified SENP8, Z-RLRGG-aminoluciferin cleavage, luminescence. inhibition, % at 10 µM. hit rate 1.2% among 330,000
HKDC1 inhibitor: blocks human hexokinase HKDC1 activity | recombinant HKDC1, G6PDH/diaphorase resazurin coupled fluorescence | inhibition, % at 20 µM | hit rate 0.16% among 340,000 | AID 493160;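 active = inhibition above about 35% when tested at 20 µM, limit read from the data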;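 also: plate controls were DMSO wells with enzyme for no effect and DMSO wells lacking enzyme for full effect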
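Assay system – recombinant HKDC1 (HK5) hexokinase enzyme, produced in-house · Input – HKDC1 at 5 µg/mL · Reagent – glucose plus 1 mM ATP as hexokinase substrates · Timing – 90 min reaction incubation at room temperature, dark · Measured by – G6PDH/diaphorase-coupled fluorescence, 1 mM NADP, 100 µM resazurin, 525/613 nm · Benchmarks – DMSO-enzyme wells negative, buffer-substituted wells positive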
* marks the source's active call; other numbers are inactive results; x = no result given. Rule as the data show it, unless noted: active = inhibition above about 50%; inactive = the rest.

compound	697 NFkB inh	UBC13 polyUb	Jurkat NFkB inh	SENP7 inh	Gli-Sufu block	Apaf-1 inh	SENP8 block	HKDC1 inhibitor
O=C(NNC(=O)c1ccccc1Cl)c1ccccc1Cl	-14.3	6.9	-3.8	-2.8	-6.3	-22.5	-8.5	-2.4
CN1/C(=C/C(=O)c2nc(S(C)(=O)=O)ncc2Cl)C(C)(C)c2ccccc21	8.7	-22.7	57.3*	7.2	20.5	-7.5	5.0	12.5
C=CCN1C(=O)C2C(C(=O)NC3CCCC3)C3C=CC2(O3)C1C(=O)NC1CCCC1 (centres undefined)	3.5	6.2	-17.0	-7.2	-8.5	6.9	-8.0	6.2
O=C(CNS(=O)(=O)/C=C/c1ccccc1)OCC(=O)N1CCC(Cc2ccccc2)CC1	3.0	10.2	-2.7	1.0	-8.4	35.8	-2.0	-0.7
O=C(OCC#Cc1c(COC(=O)c2ccccc2)nnn1Cc1ccccc1)c1ccccc1	8.1	-3.9	-8.3	5.6	-5.2	14.4	-4.4	-0.2
CCOC(=O)N1CCN(S(=O)(=O)N2CCCC(C(=O)NCc3ccccc3OC)C2)CC1 (centres undefined)	-7.3	2.6	6.6	3.8	-13.5	-2.0	-13.6	-2.9
OC(c1ccccc1)C(O)c1ccccc1 (centres undefined)	-14.3	-8.1	-17.4	0.4	3.1	-7.4	-3.6	-2.5
Cc1ccc(-c2nnn(CC(=O)Nc3cccc4cccnc34)n2)o1	0.3	4.6	13.0	-1.6	-2.3	17.6	-0.5	8.4
COC(=O)c1nnn(-c2cccc(Cl)c2)c1C(=O)OC	8.2	5.2	-1.7	-3.2	-1.9	-12.5	-6.7	-5.2
CCC(CC)NC(=O)Nc1cccc(C)c1C	8.4	3.0	-4.8	0.8	-10.6	-3.4	1.3	-10.9
O=P(c1ccccc1)(c1ccccc1)C(O)c1ccncc1 (centres undefined)	8.9	1.0	-18.6	8.0	33.0	-7.2	-4.0	-10.5
Cc1ccc(/C=N/NC(=O)c2cccc(S(=O)(=O)Nc3ccccc3Cl)c2)s1	11.8	1.9	-5.0	-0.7	-3.3	-3.7	-3.9	-8.6
COc1ccc(C(CNC(=O)c2oc3ccc(F)cc3c2C)N2CCCCC2)cc1 (centres undefined)	-7.7	15.0	9.4	-3.5	24.0	15.6	-3.2	-0.1
Cc1c(Cl)cccc1NC(=O)CC1SCCNC1=O (centres undefined)	-8.2	-1.7	2.1	-9.2	-28.5	-3.8	-12.2	-5.2
Cn1nc(-c2ccc(Cl)cc2)cc1NC(=O)Nc1ccccc1	-19.5	4.3	-4.0	2.8	-10.0	11.7	-7.9	-4.8
C=CCN(CC=C)Cc1c(C)[nH]c2ccc(C(=O)OCC)cc2c1=O	17.7	7.6	3.0	-6.8	5.6	-8.1	-3.5	-10.1
CC(=O)N1CCc2cc(Br)cc(S(=O)(=O)NCC3CCCO3)c21 (centres undefined)	16.4	3.6	1.0	7.0	-3.5	-4.1	-2.4	-2.3
Cc1cc(NC(=O)c2ccc3c(c2)OCO3)no1	-51.0	7.4	-62.6	14.4	-15.3	-9.6	-9.0	-5.6
CCOC(=O)c1cc(-c2ccccc2)sc1NC(=O)COC(=O)c1ccc(Cl)c(S(N)(=O)=O)c1	-13.3	-14.5	-22.0	3.5	-7.1	25.0	3.4	8.1
CC(C)(C)CC(=O)Nc1nnc(CCc2ccccc2)s1	-50.1	0.7	-45.1	-5.5	-67.5	7.8	2.4	2.4
CN(CC(=O)Nc1ccc(Cl)c(C(F)(F)F)c1)C(=O)C1CC(=O)N(CCc2ccccc2)C1 (centres undefined)	5.7	9.4	3.3	-9.0	7.5	24.2	-2.1	2.2
O=C(NCCS(=O)c1ccc(Cl)cc1)c1cccc(Cl)c1 (centres undefined)	4.9	3.9	4.0	-5.4	20.7	6.4	-8.8	-5.2
COc1ccc(C2N=C(c3ccccc3)C(C)(C)N2O)cc1OC (centres undefined)	19.0	8.1	3.2	3.5	0.6	-14.4	-1.8	-8.1
Cc1nc(N)nc(Nc2ccc(C#N)cc2)c1Br	2.5	29.0	-2.1	1.8	55.5*	-6.7	-0.2	-7.8
COc1ccccc1N(C(=O)c1ccco1)C(C(=O)NC1CCCC1)c1cccs1 (centres undefined)	5.6	3.3	-2.9	1.8	-4.5	7.3	-5.5	0.4

Following part.
compound	697 NFkB inh	UBC13 polyUb	Jurkat NFkB inh	SENP7 inh	Gli-Sufu block	Apaf-1 inh	SENP8 block	HKDC1 inhibitor
C(=N\n1cnnc1)/c1cccc(OCCOc2ccccc2)c1	-59.5	2.4	-32.0	-0.9	-41.7	-3.5	-2.7	7.1
Cc1ccc(C(=O)Nc2ccccc2)cc1S(=O)(=O)Nc1ccc(Cl)cn1	1.7	-6.0	7.8	1.8	1.1	1.7	-2.2	-1.6
COc1ccc(CC(=O)OCn2nnc3ccccc3c2=O)cc1OC	4.3	11.7	-1.1	2.6	12.1	-21.9	-0.2	-0.6
O=c1oc(C2(O)CCCCC2)cc2ccc(/C=C/c3ccc(F)cc3)cc12	-25.7	-1.1	-17.5	8.2	5.3	17.0	-5.3	4.1
O=C(/C=C/c1ccc2c(c1)OCO2)c1cccnc1	-5.5	-4.8	-19.9	-10.6	41.7	9.1	-13.0	3.3
Cc1ccccc1Sc1ccc([N+](=O)[O-])cn1	7.2	-2.6	5.7	3.4	-1.7	-19.3	-4.4	0.1
Cn1cc(C(=O)Nc2ccc(F)c(Cl)c2)cn1	-5.2	-9.4	-20.8	-12.0	-11.2	-7.3	-9.5	10.3
Cc1nc2ccccc2c(=O)n1/N=C/c1ccccc1Cl	-33.0	-3.6	-25.8	2.1	-46.5	10.3	-6.7	-4.0
CN(CC(=O)Nc1ncn[nH]1)S(=O)(=O)c1ccc(Br)cc1	1.9	-1.8	-1.5	7.0	-2.4	14.1	-1.7	-4.6
CC(=O)Nc1ccc(NC(=O)CSc2nnc3ccc(-c4cccnc4)nn23)cc1	12.2	-0.1	-0.2	-3.0	-6.9	-5.9	-2.6	1.2
c1ccc(OCCN2CCOCC2)cc1	6.7	-4.3	14.6	-5.2	-0.1	0.0	-0.6	5.8
Cn1nc(-c2ccccc2)c(C#N)c1Sc1cccc(Cl)c1	11.0	2.5	-4.0	3.2	-1.7	10.2	0.0	-3.7
CCOc1ccc(NC(=O)CN(C)C(=O)c2cc([N+](=O)[O-])ccc2N2CCCCC2)cc1OCC	-11.0	-18.0	-17.5	-9.9	1.0	12.2	-19.3	-6.1
CCn1c2ccccc2c2cc([N+](=O)[O-])ccc21	10.5	-7.6	1.9	0.1	-2.7	5.2	1.8	-1.9
COC(=O)C1=C(C)N(C)C(=O)NC1c1cccc2ccccc12 (centres undefined)	-14.1	4.5	4.2	-5.9	-6.3	7.6	12.4	0.8
CC(=O)c1ccc(S(=O)(=O)NCCCC(=O)N(C)Cc2ccc3c(c2)OCO3)cc1	8.2	11.1	-4.0	2.7	-5.4	-3.6	8.4	-2.8
O=C(NCCCn1ccnc1)c1ccc(Br)c(S(=O)(=O)N2CCOCC2)c1	-2.1	3.5	-5.0	14.1	0.5	2.4	-0.1	-1.0
COC(=O)c1ccc(N2CCN(C)CC2)c(NC(=O)COc2ccccc2)c1	-19.3	-3.4	-20.4	-10.4	11.7	10.5	-2.6	-6.0
N#CC1=C(N)OC2=C(C(=O)CC(c3ccccc3)C2)C1c1ccc2c(c1)OCO2 (centres undefined)	5.6	-1.7	8.2	-4.2	0.8	6.0	2.3	-2.7
CCC(C)(C)NC(=O)C(c1cccc(OC)c1OC)N(C(=O)CCC(=O)Nc1cc(C)on1)C(C)C (centres undefined)	25.6	-4.7	1.9	0.1	21.8	-0.3	-3.2	-2.4
CCC(C)NC(=O)CNC(=O)c1nn(-c2ccc(OC)c(Cl)c2)c(=O)c2ccccc12 (centres undefined)	13.6	-1.4	14.1	-2.6	13.5	1.3	4.9	1.7
Cc1ccc(N2C(=O)CSC2=S)cc1C	3.0	7.1	1.4	9.4	-0.9	3.5	3.1	2.4
COc1ccc2c(c1)OC(=O)CC2c1cc(OC)c(OC)c(OC)c1 (centres undefined)	1.2	x	x	6.9	-2.5	13.2	x	-1.4
COc1ccc(NC(=O)c2sc3nc(N4CCCC4)c4c(c3c2N)CC(C)(C)OC4)cc1	-2.1	22.6	3.9	3.5	10.8	13.1	-5.7	2.0
Cc1nnc(SCC(=O)Nc2ccc(O)cc2)c2ccccc12	-4.0	1.2	-1.6	12.5	-14.5	-3.9	-4.6	-3.9

Following part.
compound	697 NFkB inh	UBC13 polyUb	Jurkat NFkB inh	SENP7 inh	Gli-Sufu block	Apaf-1 inh	SENP8 block	HKDC1 inhibitor
CC(=O)Nc1ccccc1-c1nc2ccc(C(=O)N3CCN(c4cccc(C)c4)C(C)C3)cc2[nH]c1=O (centres undefined)	1.0	-19.7	2.6	12.3	-5.2	6.9	1.4	4.2
c1ccc2cc(CCO[C@H]3CCCCO3)ncc2c1	-131.0	-3.1	-10.8	1.6	-34.0	8.7	-9.9	-5.9
CCNC(=O)N(CC)C[C@H]1N[C@@](CC)(C(=O)OC)[C@H]2C(=O)N(Cc3ccccc3)C(=O)[C@@H]12	6.4	-7.8	-3.7	-9.1	-1.1	-3.1	-6.8	-3.4
CC(=O)Nc1nc2cc(C(N)=O)ccc2s1	18.4	1.6	6.7	0.7	-12.0	-12.5	4.8	-5.3

Four of the compounds above, with values under each structure.
Under each structure: 697 NFkB inh, UBC13 polyUb, Jurkat NFkB inh, SENP7 inh, Gli-Sufu block, Apaf-1 inh, SENP8 block, HKDC1 inhibitor
CC(=O)Nc1ccccc1-c1nc2ccc(C(=O)N3CCN(c4cccc(C)c4)C(C)C3)cc2[nH]c1=O (centres undefined)
    1.0, -19.7, 2.6, 12.3, -5.2, 6.9, 1.4, 4.2
CC(=O)Nc1nc2cc(C(N)=O)ccc2s1
    18.4, 1.6, 6.7, 0.7, -12.0, -12.5, 4.8, -5.3
c1ccc2cc(CCO[C@H]3CCCCO3)ncc2c1
    -131.0, -3.1, -10.8, 1.6, -34.0, 8.7, -9.9, -5.9
CCNC(=O)N(CC)C[C@H]1N[C@@](CC)(C(=O)OC)[C@H]2C(=O)N(Cc3ccccc3)C(=O)[C@@H]12
    6.4, -7.8, -3.7, -9.1, -1.1, -3.1, -6.8, -3.4

Entries of single compounds, looked up by structure. Values in the order: 697 NFkB inh, UBC13 polyUb, Jurkat NFkB inh, SENP7 inh, Gli-Sufu block, Apaf-1 inh, SENP8 block, HKDC1 inhibitor
COc1ccc(C2N=C(c3ccccc3)C(C)(C)N2O)cc1OC (centres undefined) is listed as 19.0, 8.1, 3.2, 3.5, 0.6, -14.4, -1.8, -8.1
CCC(CC)NC(=O)Nc1cccc(C)c1C is listed as 8.4, 3.0, -4.8, 0.8, -10.6, -3.4, 1.3, -10.9

No enrichment for hits, and some 3.6% of all compounds hit somewhere here.
